Source: PubChem BioAssay (National Center for Advancing Translational Sciences (NCATS))
FBPA Giardia inh – inhibitors of Giardia lamblia fructose-1,6-bisphosphate aldolase; purified Giardia FBPA; Potency, µM (top dose mostly 59.6 µM), for the others: at the top dose activity, negative = inhibition, actives largely listed as inhibitors; AID 2451; A8B2U2; 290,000 tested, 0.71% active; also: potency is read from the fitted curve at half-maximal effect; nearly all actives have a fitted effect of over 55% in size
Target sequence (A8B2U2 whole entry, looked up): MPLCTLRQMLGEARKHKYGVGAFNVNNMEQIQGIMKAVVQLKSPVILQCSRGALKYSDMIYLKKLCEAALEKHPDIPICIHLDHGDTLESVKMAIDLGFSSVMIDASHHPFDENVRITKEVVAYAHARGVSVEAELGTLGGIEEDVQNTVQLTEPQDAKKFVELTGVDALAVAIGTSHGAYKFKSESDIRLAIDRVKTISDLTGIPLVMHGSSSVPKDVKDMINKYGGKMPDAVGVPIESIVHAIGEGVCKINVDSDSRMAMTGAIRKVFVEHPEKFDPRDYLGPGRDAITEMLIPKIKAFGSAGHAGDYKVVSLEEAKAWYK
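Giardia FBPA (40 nM reagent) was preincubated 10 min at RT with compound (up to 57.5 uM final), then substrate plus GAPDH/TPI/NAD/arsenate coupling system with diaphorase/resazurin was added; resorufin fluorescence (525/598 nm) was read after 20 min.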
AmpC inh no detg – blocks E. coli AmpC beta-lactamase in detergent-free assay; P00811; AmpC nitrocefin hydrolysis, absorbance 480 nm, 0.0001% Triton; Potency, µM (doses to about 57.1 µM), inactives show top-dose activity change, negative = inhibition, hits mostly inhibitors; 330,000 tested, 0.52% active; AID 485341;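 also: potency is read from the fitted curve at half-maximal effect; plate controls were no compound for no effect and no enzyme for full effect; nearly all actives have a fitted effect of over 20% in size; some results filed as inactive show a strong effect at the top dose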
Target sequence (P00811 whole entry, looked up): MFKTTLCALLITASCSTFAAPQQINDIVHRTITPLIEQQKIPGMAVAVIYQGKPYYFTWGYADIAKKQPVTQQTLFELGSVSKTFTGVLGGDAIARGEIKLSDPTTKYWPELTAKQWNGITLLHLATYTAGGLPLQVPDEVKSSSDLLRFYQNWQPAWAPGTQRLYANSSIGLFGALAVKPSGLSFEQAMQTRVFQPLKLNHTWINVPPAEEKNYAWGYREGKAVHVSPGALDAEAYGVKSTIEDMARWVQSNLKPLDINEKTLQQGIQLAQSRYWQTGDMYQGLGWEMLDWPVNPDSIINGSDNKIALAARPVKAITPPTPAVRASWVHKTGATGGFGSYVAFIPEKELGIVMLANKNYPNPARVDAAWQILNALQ
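AmpC (5.3 nM in the dispensed reagent) in 20 mM phosphate pH 7.0 with 0.01% (detergent screen) or 0.0001% Triton X-100 was preincubated with compounds for 15 min at room temperature. Nitrocefin was then added from an 800 uM solution, and hydrolysis was followed at 480 nm.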
AmpC detergent – inhibitors of E. coli AmpC beta-lactamase with detergent; AmpC hydrolysis of nitrocefin, absorbance 480 nm, 0.01% Triton; Potency, µM (highest dose often 114 µM), for inactives: at the top dose activity change, negative = inhibition, hits mostly inhibitors; 370,000 tested, 0.041% active;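 also: potency is read from the fitted curve at half-maximal effect; 0% = no-compound wells and -100% = no-enzyme wells; nearly all actives have a fitted effect of over 25% in size; some results filed as inactive show a strong effect at the top dose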
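20 mM phosphate pH 7.0 + 0.01% (detergent screen) or 0.0001% Triton X-100; 5.3 nM AmpC reagent; cpd preinc 15 min RT; nitrocefin (800 uM stock) to start; A480 q20 s × 4 min; Activity was normalised to no-enzyme and no-compound control wells.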
Sm TGR block – inhibitors of Schistosoma mansoni thioredoxin glutathione reductase; Q962Y6; purified TGR, DTNB reduction, TNB absorbance 405 nm; Potency, µM (doses to about 114 µM), for the others: at the top dose activity change, negative = inhibition, hits mostly inhibitors; 360,000 tested, 3% active; AID 485364; also: potency is read from the fitted curve at half-maximal effect; nearly all actives have a fitted effect of over 60% in size
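First, TGR (20 nM dispensed) and NADPH were mixed with compound. Second, a 15 min room-temperature incubation followed. Third, further NADPH and then DTNB were added to start the reaction. Finally, TNB absorbance was monitored kinetically.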
HCMV inh – human cytomegalovirus inhibition; HFF cells, HCMV-luciferase reporter, 72 h; active compounds read low; activity change, negative = inhibition, % at 57.5 µM; 410,000 tested, 4.5% active; in the data active = activity change below about -60%; inconclusive = no clear call, values can overlap the other calls; inactive = above about -39%
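Screen run at 2 compound doses on HFFs infected with reporter HCMV, MOI 1 PFU/cell. Luciferase activity from cell lysates at 72 h post infection gave inhibition relative to buffer-only and Salinomycin wells.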
AMA1-RON2 inh – disrupts binding of P. falciparum AMA1 to RON2; AlphaScreen AMA1-biotinylated RON2 peptide binding; Potency, µM (highest dose often 58.2 µM), for inactives: at the top dose activity change, negative = inhibition, usual class: inhibitors; 360,000 tested, 0.2% active; AID 720542;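 also: potency is read from the fitted curve at half-maximal effect; 0% = vehicle wells and -100% = peptide control; nearly all actives have a fitted effect of over 45% in size; some results filed as inactive show a strong effect at the top dose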
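AMA1 (3D7) with his tag at 25 nM final met compounds first, then biotinylated RON2 peptide at 25 nM; detection used donor plus acceptor beads, 10 µg/mL apiece, read by AlphaScreen after 30 min at room temperature.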
Numbers without * were called inactive; u = inconclusive; x = no result given; & = joins results of further samples; [ ] = another dose, or the depositor's remark. Unless noted, calls follow the shape of the dose curve; as a rule, active = well fitted curve in the direction sought with a large enough effect; inconclusive = small, poorly fitted or top-dose-only effect, or another doubt; inactive = no such curve, though single readings can be large; an effect the other way counts as inactive or inconclusive. Unless noted, % is scaled to controls: 0 for no effect and ±100 for the full control effect.

Start of the data: the first 3 entries, ahead of the listing:
Results follow in this order: FBPA Giardia inh | AmpC inh no detg | AmpC detergent | Sm TGR block | HCMV inh | AMA1-RON2 inh
O=C(N/N=C/c1ccccn1)c1cc([N+](=O)[O-])cc([N+](=O)[O-])c1
 : 10µM* | -22% | 3% | -3% | 67 | 67%[activator]
C[N+]12CCC(CC1)C(=C(c1ccccc1)c1ccccc1)C2
 : 4% | 5% | 1% | -8% | u | 3%
Cc1ccc(CNC(=O)c2ccc3c(c2)NC(=O)C(N2CCOCC2)S3)cc1 (centres undefined)
 : -8% | -33% | -12% | 6% | -36 | 2%

The listing, previewed entries included:
Results follow in this order: FBPA Giardia inh | AmpC inh no detg | AmpC detergent | Sm TGR block | HCMV inh | AMA1-RON2 inh
O=C(N/N=C/c1ccccn1)c1cc([N+](=O)[O-])cc([N+](=O)[O-])c1
 : 10µM* | -22% | 3% | -3% | 67 | 67%[activator]
C[N+]12CCC(CC1)C(=C(c1ccccc1)c1ccccc1)C2
 : 4% | 5% | 1% | -8% | u | 3%
Cc1ccc(CNC(=O)c2ccc3c(c2)NC(=O)C(N2CCOCC2)S3)cc1 (centres undefined)
 : -8% | -33% | -12% | 6% | -36 | 2%
CCn1nnnc1SCC(=O)N1c2ccccc2Sc2ccccc21
 : 1% | 0% | u | u | -25 | -1%
O=C(CS(=O)c1cccc(Cl)c1)Nc1ccccc1Cl (centres undefined)
 : 0% | -24% | -7% | -15% | 9 | 22%
Cc1ccc(-n2nnnc2SCC#N)cc1
 : 1% | -24% | 0% | -4% | 0 | -8%
O=C(Nc1cc2ccc(O)cc2oc1=O)c1ccc(F)cc1
 : x | x | -3% | 11% | 63 | x
COc1cc(CC(=O)N2C[C@H]3C[C@@H](C2)c2cccc(=O)n2C3)cc(OC)c1OC
 : x | -12% | 0% | -1% | 7 | 13%
O=S(=O)(/N=C(/Nc1ccc(F)cc1F)c1ccccc1)c1ccc(Br)cc1
 : 2% | -12% | -2% | -21% | u | x
Nc1nc(SCC(=O)c2ccc([N+](=O)[O-])cc2)n[nH]1
 : -7% | -48% | 9% | u | 48 | 59%[activator]
CN(C)c1ccc(C(=O)Nc2ccc(CN3CCS(=O)(=O)CC3)cc2)cc1
 : 0% | -8% | 6% | 3% | 41 | 28%
CCn1c(CCCNC(=O)c2ccco2)nc2ccccc21
 : -10% | -26% | u | 3% | 7 | 0%
COCCCN(Cc1cccs1)S(=O)(=O)c1csc(C(N)=O)c1
 : x | -13% | 4% | -2% | -31 | -1%
COc1ccccc1Oc1nc2c(c(=O)n(Cc3ccccc3F)c(=O)n2C)n1C
 : -20% | -19% | -10% | 2.8µM* | 11 | 4%
O=C(NCCOc1ccc(Cl)cc1)C1CC(=O)N(c2ccc3c(c2)OCCO3)C1 (centres undefined)
 : x | 46% | 0% | 5% | -11 | 10%
CN(C)CC#CCOCCOCCC#N
 : -1% | -1% | -12% | -16% | 25 | -6%
O=C(NCc1ccccn1)c1ccccc1OCc1ccc(Cl)cc1Cl
 : x | 1% | -20% | -1% | -30 | 29%
CCOC(=O)CN(C(=O)CCC(=O)Nc1cc(C)on1)C(C(=O)NC1CCCC1)c1cccnc1 (centres undefined)
 : 5% | -21% | u | -3% | 36 | 12%
COC(=O)C1=C(c2ccc(F)cc2F)C[C@@H]2CC[C@H]1N2C(=O)N1CCC(O)(c2ccc(Cl)cc2)CC1
 : x | 148%[activator] | -5% | -6% | u | -5%
O=C(COC(=O)c1ccc(F)c(S(=O)(=O)N2CCOCC2)c1)NCc1ccc(F)cc1
 : x | 1% | x | x | u | 18%
CC(=O)c1ccc(-c2nnc(CCC(=O)N(C)Cc3cccc4cnccc34)o2)s1
 : -3% | 11% | 6% | 40µM* | u | -8%
CC(=O)N1CCN(C(=O)c2ccc(C(=O)c3ccccc3)cc2)CC1
 : 3% | 3% | -9% | 6% | -14 | 10%
Cc1ccc(CC(=O)N/N=C/c2ccc(OC(=O)c3ccc([N+](=O)[O-])cc3)cc2)cc1
 : 3% | -26% | -6% | -4% | -29 | 2%
CCOc1ccc(C2CC(=O)NC3=C2C(=O)CCC3)cc1Cl (centres undefined)
 : -2% | -14% | -17% | -7% | -36 | 1%
CC1(C)Cc2c(sc(NC(=O)/C=C/C(=O)O)c2C#N)CO1
 : 1% | -26% | -9% | u | -15 | -2%
CCCCCCN1C(=O)C(O)=C(C(C)=O)C1c1ccccc1[N+](=O)[O-] (centres undefined)
 : -15% | -14% | 4% | x | -5 | -9%
NC(=O)C1CCN(c2ccc(S(=O)(=O)N3CCC(Cc4ccccc4)CC3)cn2)CC1
 : 6% | -29% | -1% | 1% | -67* | 3%
Cc1ccc(N2CC(C(=O)Nc3ccc(S(=O)(=O)Nc4ncccn4)cc3)CC2=O)cc1C (centres undefined)
 : -8% | -17% | -5% | 1% | -24 | 25%
CC(C)c1ccc(NC(=O)CN2C(=O)c3ccccc3S2(=O)=O)cc1
 : -8% | -32% | -5% | -12% | 4 | -14%
Cc1ccc(C)c(N2CCN(CCCNC(=O)c3ccc4nc(N5CCCCC5)sc4c3)CC2)c1
 : x | x | 16% | -2% | 98 | x
CCOc1ccc(N(CC(=O)Nc2ccccc2C(=O)NCc2ccco2)S(C)(=O)=O)cc1
 : -7% | -2% | u | 3% | -17 | -4%
CCOC(=O)c1c(NC(=O)CSc2nnc(-c3cccc(C)c3)n2CC)sc(C(C)=O)c1C
 : 1% | -9% | -3% | 6% | 22 | -13%
COCCCNCCOc1ccc(C(C)(C)c2ccccc2)cc1
 : -14% | 83%[activator] | -4% | -17% | -25 | -14%
CC1CCn2c(nc3cc(C(=O)NCc4ccccc4)ccc32)C1 (centres undefined)
 : x | x | 19% | 3% | -7 | x
O=C(O)CN1C(=O)C(=O)N(Cc2ccccc2F)C1=O
 : -10% | -15% | -13% | 4% | 58 | -10%
CN(C(=O)CN1C(=O)NC2(CCCc3ccccc32)C1=O)C1CCCCC1 (centres undefined)
 : x | -15% | x | x | u | 11%
COCCn1c(SCCOc2ccccc2)nc2ccccc2c1=O
 : -1% | 51% | -12% | -1% | -18 | 16%
COc1ccc(-c2cc(=O)n(CCC#N)[nH]2)cc1
 : 0% | -19% | -6% | 12% | u | -16%
COc1ccc(N(C)C(=O)CCS(=O)(=O)c2cccc3nsnc23)cc1
 : 5% | 172% | u | -26%&-17% | -19&11 | -13%
COc1ccc(NC(=O)C2CCN(S(=O)(=O)c3cccc4nonc34)CC2)c(OC)c1
 : 6% | -4% | -2% | 0% | -26 | 11%
Cc1ccc(-n2c3c(cc(C(=O)Nc4cccc(C)n4)c2=O)C(=O)CCC3)cc1
 : u | -18% | u | -11% | x | x
Cc1noc(C)c1COc1cccc(C(=O)NCc2cccc(Cl)c2)c1
 : 1% | -26% | 2% | 13% | 45 | -17%
CCOc1ccc(CCNC(=O)Cn2nc(C)c3c(C)n(-c4ccccc4)nc3c2=O)cc1
 : 6% | 18% | 2% | 6% | u | 1%
N#C/C(=C/c1ccccc1)C(=O)NCc1ccccc1
 : 3% | -36% | -7% | 3% | 97 | -13%
O=C(O)CSc1ncn[nH]1
 : 2% | -10% | -3% | 10% | 45 | 4%
CCOc1ccc(/C(CCC(=O)O)=N/NC(=S)NC(C)C)cc1
 : 16µM* | -33% | u | -3% | -11 | 81%[activator]
Cc1cccc(C(=O)OCC(=O)Nc2sc3c(c2C#N)CCC3)c1
 : 3% | -5% | -8% | 0% | -24 | 7%
CCN(CC)S(=O)(=O)c1ccc(OC)c(NC(=O)c2sc3ccccc3c2Cl)c1
 : x | x | 32%[activator] | 7% | -8 | x
O=c1c2ccccc2nc2ccccn12
 : -3% | -8% | 0% | -9% | 12 | 13%
COc1ccccc1C(=O)NC(=O)CSc1nc2nc(C)cc(C)n2n1
 : x | -18% | 0% | -15% | -6 | 7%
CN(CCOc1ccccc1)S(=O)(=O)c1ccc2oc3ccccc3c2c1
 : 0% | -53% | 3% | -10% | 20 | -9%
COc1ccccc1-c1csc(NC(=O)c2cc(-c3cccs3)nc3ccccc23)n1
 : 9% | -21% | -6% | 2% | u | 0%
CC(C)Nc1nc(NC(C)C)nc(N(C#N)CCOc2ccc(Cl)cc2Cl)n1
 : -9% | -20% | 9% | -23% | 10 | -9%
CCc1ccccc1N(C(=O)c1cccs1)C1C=CS(=O)(=O)C1 (centres undefined)
 : -9% | 1% | 2% | 13% | -9 | 4%
CCN1C(=O)c2cccc3c(S(=O)(=O)NC(Cc4ccccc4)C(=O)O)ccc1c23 (centres undefined)
 : 7% | -18% | -1% | -12% | -33 | 3%
CC(=NCCCNC1CCCCC1)C1=C(O)CC(C)(C)CC1=O
 : 0% | 1% | 5% | u | 9 | 1%
Cc1[nH]c2ccc(C(=O)N3CCN(c4ccc(F)cc4)CC3)cc2c1C
 : 8% | 0% | -1% | 4% | -13 | u
COc1ccccc1C(=O)Nc1ccnn1C1CCN(C(=O)C2CCOC2)CC1 (centres undefined)
 : 5% | 2% | -9% | 1% | -9 | -5%
CCOC(=O)C1CCN(C(=O)Cn2ncc3c4ccccc4n(Cc4ccccc4F)c3c2=O)CC1
 : x | x | -1% | 5% | -8 | x
Nc1ccc(C(=O)OCC(=O)NC2CCCc3ccccc32)cc1[N+](=O)[O-] (centres undefined)
 : 2% | -55% | u | 7% | -3 | -12%

Next entries:
Results follow in this order: FBPA Giardia inh | AmpC inh no detg | AmpC detergent | Sm TGR block | HCMV inh | AMA1-RON2 inh
O=C(CCCOc1ccc(Cl)cc1)NCCc1ccccc1
 : 3% | -1% | -12% | 3% | -17 | 19%
CC(C)c1ccc(NC(=O)C2CCCN2S(=O)(=O)c2ccc3nc(-c4ccccc4)[nH]c3c2)cc1 (centres undefined)
 : x | x | -4% | -15% | -20 | x
Cc1cc(NC(=O)Nc2ccc(F)c(Cl)c2)no1
 : -1% | -25% | 7% | u | -29 | 5%
COc1ccc(/C=C/C(=O)Nc2ccccc2C(=O)N2CCCC2)cc1
 : 2% | -11% | -8% | 10% | 12 | 18%
CC(C)CSc1nnc(-c2ccccc2)c(-c2ccccc2)n1
 : x | x | -10% | 9% | -17 | x
COc1ccc2nc(SC)cc(C)c2c1
 : 0% | -9% | -4% | -2% | -15 | 9%
CCCC(c1nnnn1CS(=O)(=O)c1ccc(C)cc1)N1CCC(C(N)=O)CC1 (centres undefined)
 : 1% | 46% | -14% | 3% | -28 | 14%
CCOC(=O)CNC(=O)c1cn(C)c(=O)c2cc(OC)c(OC)cc12
 : 6% | -6% | -3% | -14% | 52 | -7%
COc1ccc(-c2nn(-c3ccccc3)cc2CNC(C)Cn2cncn2)c(F)c1 (centres undefined)
 : 5% | 110%[activator] | 3% | 9% | 5 | -3%
COC(=O)c1ccc(NC(=O)CSCc2ccc(C)cc2)cc1
 : -5% | -14% | 4% | -6% | 20 | 0%
